From PubChem
KDM4C inh: inhibitors of human demethylase GASC-1 KDM4C | 0.15% of 96,000 active | inhibition, % at 12.5 µM | GST-KDM4C 2-372, H3K9me3 peptide, LANCE TR-FRET | Q9H3R0;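 active = mean replicate inhibition above about 25%, with at least 55% of replicates also reaching it, limit read from the data, passing the limit was not always enough; inconclusive = only one of those two conditions met; inactive = neither condition met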
Target sequence (Q9H3R0 2-372 limits assumed): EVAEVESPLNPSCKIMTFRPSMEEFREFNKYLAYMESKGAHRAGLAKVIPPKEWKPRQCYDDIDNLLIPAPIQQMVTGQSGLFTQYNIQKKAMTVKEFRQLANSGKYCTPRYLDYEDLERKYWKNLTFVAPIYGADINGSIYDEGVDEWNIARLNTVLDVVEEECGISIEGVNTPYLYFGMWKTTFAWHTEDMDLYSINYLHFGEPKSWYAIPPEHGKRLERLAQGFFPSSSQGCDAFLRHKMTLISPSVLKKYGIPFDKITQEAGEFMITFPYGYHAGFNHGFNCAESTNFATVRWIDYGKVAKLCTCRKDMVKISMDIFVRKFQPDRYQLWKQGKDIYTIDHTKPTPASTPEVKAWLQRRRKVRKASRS
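Material: GST-tagged GASC-1 (JMJD2C) catalytic fragment, aa 2-372 / Quantity: enzyme final amount 10 nM / Medium: HEPES buffer, pH 7.5, plus ascorbate / Doses: one test concentration per compound / Incubation: 30 min reaction, 60 min detection, RT / Measured by: LANCE TR-FRET / Read-out: inhibition from TR-FRET ratio decrease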
Pf Dd2 inh: P. falciparum Dd2 growth inhibition; SYBR Green, 72 h; hits give low values; activity change, % at 10 µM; 2.3% of 94,000 active; in the data active = activity change below about -80%; inconclusive = no clear call, values can overlap the other calls
C diff HTS: inhibitors of Clostridium difficile growth; Clostridium difficile clinical isolate growth, OD600, 24 h; hits give low values; growth activity, negative = inhibition, % at 16 µg/mL (by protocol); 0.25% of 86,000 active;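 active = mean growth activity at or below -80% and every replicate also at or below -80%; inconclusive = mean at or below -80% but some replicate above -80%; inactive = mean growth activity above -80%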;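 also: 0% = DMSO wells and -100% = levofloxacin 16 µg/mL wells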
Tcruzi prolif: T. cruzi proliferation inhibition; T. cruzi beta-gal in NIH3T3, GalScreen luminescence, 90 h; inhibition, % at 8.34 µM; 5.9% of 77,000 active;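 active = mean inhibition above about 93%, with at least 55% of replicates each passing it, limit read from the data, passing the limit was not always enough; inconclusive = only one of those two conditions holds; inactive = neither condition holds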
An asterisk follows results filed as active; ? = inconclusive; nt = no result given; & = joins results of further samples.

compound	KDM4C inh	Pf Dd2 inh	C diff HTS	Tcruzi prolif
Cc1ccccc1-c1ccc([C@H]2[C@@H](CO)N3CCCCN(C(=O)NC4CCCC4)C[C@@H]23)cc1	0.0	26.1	-6.7	106.0*
O=C(Nc1ccc(F)cc1)N1CC(=O)N2[C@H](CO)[C@@H](c3ccc(C#CC4CC4)cc3)[C@@H]2C1	-0.3	-3.9	-0.9	nt
C[C@@H]1CCCCO[C@H](CN(C)S(=O)(=O)c2ccc(Cl)cc2)[C@@H](C)CN([C@@H](C)CO)C(=O)c2cc(NC(=O)Nc3ccc4c(c3)OCO4)ccc2O1	1.0	-82.8*	-0.5	102.7*
COc1ccccc1S(=O)(=O)N(C)C[C@H]1Oc2cc(/C=C/c3ccccc3)ccc2S(=O)(=O)N([C@H](C)CO)C[C@@H]1C	37.5*	-87.9*	5.8	131.2*
C/C=C/c1cnc2c(c1)C(=O)N([C@@H](C)CO)C[C@@H](C)[C@@H](CN(C)C(=O)NCCC)O2	6.0	31.4	3.9	38.6
N#C[C@H]1[C@@H](c2ccc(C#Cc3cccc(F)c3)cc2)[C@@H](CO)N1C(=O)C1CCOCC1	5.3	3.3	14.8	21.8
C[C@H]1CN([C@@H](C)CO)C(=O)c2cccc(NC(=O)C3CCCCC3)c2O[C@H]1CN(C)C(=O)Nc1cccc2ccccc12	1.6	-36.7	-3.3	3.8
CCCNC(=O)N1[C@@H]2Cn3c(ccc(-c4cccc(OC)c4)c3=O)[C@H]1[C@@H](C(=O)NCC)[C@@H]2CO	-2.5	2.9	2.9	12.4
CCCNC(=O)C[C@H]1C[C@@H]2c3cc(N(C)C)ccc3O[C@@H]2[C@H](CO)O1	18.1	-2.3	-2.9	14.7
C[C@@H]1CN([C@H](C)CO)S(=O)(=O)c2ccc(-c3cncnc3)cc2O[C@@H]1CN(C)Cc1ccncc1	4.0	7.1	4.6	16.9
C[C@H]1CN([C@@H](C)CO)C(=O)c2cc(C#Cc3ccc(F)cc3)cnc2O[C@@H]1CN(C)C(=O)c1ccccc1F	-3.5	-45.5	0.7	70.6
C[C@H](CO)N1C[C@H](C)[C@H](CN(C)C(=O)Nc2ccccc2C(F)(F)F)OCc2cnnn2CCCC1=O	nt	0.1	nt	7.9
CC(C)NC(=O)N(C)C[C@H]1Oc2ccc(NC(=O)Nc3cccc4ccccc34)cc2CC(=O)N([C@H](C)CO)C[C@H]1C	1.6	22.6	-1.1	-19.9
CO[C@H]1CN(C)C(=O)c2cc(NC(C)=O)ccc2OC[C@@H](C)N(C(=O)Cc2ccccn2)C[C@H]1C	2.0	-10.0	nt	34.2
CN(C)CCCNC(=O)[C@H]1[C@H](CO)[C@H]2Cn3c(ccc(-c4ccc(F)cc4)c3=O)[C@@H]1N2C	1.0	-6.6	-2.5	-25.7
C[C@@H]1CN([C@H](C)CO)C(=O)c2cc(N(C)C)ccc2O[C@@H](C)CCCCO[C@H]1CN(C)C(=O)Nc1ccccc1	0.8	-56.4	-8.0	3.2
C[C@H]1CCCCO[C@H](CN(C)CC2CCCCC2)[C@@H](C)CN([C@@H](C)CO)C(=O)c2cc(NC(=O)Nc3ccccc3)ccc2O1	-0.9	-72.7	5.3	82.5
CC(C)(C)[S@](=O)N1Cc2cc(C(=O)N[C@@H]3CCN(Cc4ccccc4)C3)nc(-c3cccc(-c4ccncc4)c3)c2[C@@H]1CCO	-0.8	-81.2*	-1.7	nt
CO[C@H]1CN(C)C(=O)c2cc(NC(=O)NC(C)C)ccc2OC[C@@H](C)N(CCC(F)(F)F)C[C@H]1C	-0.9	-23.3	1.5	31.1
C[C@H](CO)N1C[C@H](C)[C@@H](CN(C)Cc2ccncc2)Oc2cc(-c3ccncc3)ccc2S1(=O)=O	-2.2	-35.7	-3.5	115.8
COc1ccccc1NC(=O)N[C@H]1CC[C@H](CCNS(=O)(=O)c2ccc(Cl)cc2)O[C@@H]1CO	-0.6	18.8	4.4	40.4
Cc1ccc(S(=O)(=O)Nc2ccc3c(c2)C(=O)N([C@@H](C)CO)C[C@H](C)[C@H](CN(C)C(=O)Nc2ccc(C(F)(F)F)cc2)O3)cc1	-1.6	-14.2	nt	11.4
Cc1ccc(S(=O)(=O)Nc2ccc3c(c2)C(=O)N([C@@H](C)CO)C[C@@H](C)[C@H](CN(C)C)OCCCC[C@@H](C)O3)cc1	-0.9	18.1	-1.2	35.8
CO[C@H]1CN(C)C(=O)c2cc(NC(=O)c3ccno3)ccc2OC[C@@H](C)N(S(C)(=O)=O)C[C@H]1C	0.4	28.7	nt	-11.1
C[C@@H]1CN([C@@H](C)CO)C(=O)CCCn2cc(nn2)CO[C@@H]1CN(C)S(=O)(=O)c1ccc2ccccc2c1	0.9	-11.7	7.9	-65.4
CC(C)NC(=O)N(C)C[C@@H]1Oc2ccc(NC(=O)Cc3ccccc3)cc2CC(=O)N([C@@H](C)CO)C[C@H]1C	3.5	9.5	6.9	nt
CCC(=O)N1C[C@@H](C)[C@H](OC)CN(C)C(=O)c2ccc(NC(=O)Nc3ccc(Cl)cc3)cc2OC[C@@H]1C	-0.4	-20.9	nt	39.6
C[C@@H](NC(=O)C[C@H]1C[C@@H]2c3cc(NC(=O)c4ccc5c(c4)OCO5)ccc3O[C@@H]2[C@H](CO)O1)c1ccccc1	0.8	-7.9	0.4	48.2
CCCNC(=O)N1[C@H](C#N)[C@H](c2ccc(-c3cccnc3)cc2)[C@@H]1CO	0.6	-59.1	-0.6	56.9
O=C(Cc1ccccn1)NCC[C@H]1CC[C@H](NS(=O)(=O)c2ccc(F)cc2)[C@@H](CO)O1	-0.5	-0.4	-3.8	-4.9
C[C@H](CO)N1C[C@H](C)[C@@H](CN(C)C(=O)Nc2ccc(F)cc2)Oc2c(NC(=O)C3CCOCC3)cccc2C1=O	0.9	32.9	-3.6	-7.0
C[C@@H]1CN([C@@H](C)CO)C(=O)c2cccc(NC(=O)c3cnccn3)c2O[C@H]1CN(C)S(C)(=O)=O	-1.9	11.5	-5.0	-15.7
CO[C@H]1CN(C)C(=O)c2cc(NC(=O)Nc3ccc(Cl)cc3)ccc2OC[C@H](C)N(C)C[C@@H]1C	4.2	-22.5	-0.6	-28.4
C[C@@H]1CN([C@H](C)CO)C(=O)Cc2cc(NC(=O)Cc3cn(C)c4ccccc34)ccc2O[C@@H]1CN(C)Cc1ccccc1	7.3	-23.9	-14.3	99.6*
C[C@H](CO)N1C[C@H](C)[C@H](CN(C)C(=O)c2ccc(F)cc2)Oc2cc(C3=CCCC3)ccc2S1(=O)=O	-1.3	-17.0	18.5	nt
COc1ccc(NC(=O)N2CCC3(CC2)CN(C(=O)CN2CCOCC2)[C@@H](CO)c2[nH]c4cc(OC)ccc4c23)cc1	-0.6	-22.3	-0.5	nt
Cc1cc(C(=O)Nc2cccc3c2O[C@@H](CN(C)Cc2ccc(C(=O)Nc4ccccc4N)cc2)[C@H](C)CN([C@@H](C)CO)C3=O)n(C)n1	0.8	-84.4*	-4.6	?
CC=Cc1ccc2n(c1=O)C[C@H]1[C@H](CO)[C@@H](C(=O)NCc3ccc(F)cc3)[C@@H]2N1S(C)(=O)=O (mixture of isomers)	-1.0	8.9	2.8	39.1
C[C@H]1CN([C@@H](C)CO)S(=O)(=O)c2ccc(C3=CCCC3)cc2O[C@H]1CN(C)Cc1ccccn1	1.4	-42.5	3.9	nt
C[C@@H]1CN([C@@H](C)CO)C(=O)c2cc(/C=C/c3ccccc3)cnc2O[C@@H]1CN(C)Cc1ccccc1	-0.3	-17.9	14.7	87.3
C[C@@H]1CN([C@H](C)CO)C(=O)Cc2cc(NC(=O)Nc3ccc(F)cc3)ccc2O[C@H]1CN(C)C(=O)Nc1cccc2ccccc12	1.9	-46.6	-11.9	-6.6
C[C@H]1CN([C@@H](C)CO)C(=O)c2cccc(NC(=O)C3CC3)c2O[C@H]1CN(C)C(=O)Nc1ccc2c(c1)OCO2	-2.6	-26.3	-4.5	32.2
CCCNC(=O)N1[C@@H]2CNC[C@H]1C2c1ccc(-c2cccc(C#N)c2)cc1 (stereo partly drawn)	-2.3&3.6	-7.1&8.6	-2.6&-0.3	nt
C[C@@H]1CN([C@H](C)CO)C(=O)c2cc(C#Cc3ccncc3)cnc2O[C@@H]1CN(C)C(=O)CN(C)C	0.3	7.9	5.9	1.1
COc1ccc(NC(=O)N(C)C[C@H]2OCCCC[C@H](C)Oc3ccc(NC(=O)C4CCCCC4)cc3C(=O)N([C@@H](C)CO)C[C@H]2C)cc1	-0.8	-76.1	2.9	59.2
C[C@@H]1CCCCO[C@H](CN(C)C(=O)Nc2ccc(F)cc2)[C@@H](C)CN([C@H](C)CO)C(=O)c2cc(NC(=O)c3ccncc3)ccc2O1	-0.9	15.7	-1.4	-15.2
COc1ccc(S(=O)(=O)Nc2ccc3c(c2)C(=O)N([C@H](C)CO)C[C@H](C)[C@H](CN(C)CC2CC2)O3)cc1	0.3	-12.8	-2.4	-0.5
CS(=O)(=O)N1[C@@H]2Cn3c(cccc3=O)[C@H]1[C@@H](C(=O)NCc1ccccc1)[C@@H]2CO	2.0	nt	0.6	-70.3
CC(C)[C@@H](C)NC(=O)N(C)C[C@@H]1OCc2ccccc2-c2ccccc2C(=O)N([C@@H](C)CO)C[C@@H]1C	0.8	19.8	-4.1	-19.9
Cc1ccc(-c2ccc3c(c2)O[C@@H](CN(C)C(=O)Nc2ccc(F)cc2)[C@H](C)CN([C@H](C)CO)S3(=O)=O)cc1	-0.2	-61.8	-1.3	63.6
O=C(c1cccnc1)N1CC(=O)N2[C@H](CO)[C@@H](c3ccc(/C=C/c4ccccc4)cc3)[C@@H]2C1	2.0	-44.8	-9.5	nt
C[C@@H]1CN([C@@H](C)CO)C(=O)c2cc(NC(=O)CCCN(C)C)ccc2O[C@@H]1CN(C)S(=O)(=O)c1cccs1	2.0	7.4	nt	93.9
Cn1cnc(S(=O)(=O)N[C@@H]2CC[C@H](CC(=O)NCC3CCCCC3)O[C@H]2CO)c1	1.0	20.1	-3.3	-14.6
COCC(=O)N[C@H]1C=C[C@H](CC(=O)N2CCCCC2)O[C@@H]1CO	0.8	9.3	nt	-11.3
CN1C(=O)c2cc(NC(=O)c3ccc4c(c3)OCO4)ccc2OC[C@H]2O[C@@H](CC(=O)O)CC[C@H]21	-1.0	32.7	-0.1	-30.9
O=C(c1ccc(F)cc1)N1CCCCN2[C@@H](CO)[C@@H](c3ccc(-c4ccc(F)cc4)cc3)[C@@H]2C1	nt	-14.7	15.5	51.0
COc1cccc(CNC(=O)C[C@@H]2C=C[C@@H](NC(=O)C3CC3)[C@H](CO)O2)c1	3.6	-4.5	0.4	nt
COc1ccc2c3c([nH]c2c1)[C@@H](CO)N(Cc1cccc(F)c1)CC31CCN(C(C)=O)CC1	-1.6	-93.3*	3.0	nt
Cc1ccc(S(=O)(=O)N(C)C[C@@H]2Oc3ccc(NS(=O)(=O)c4ccc(F)cc4)cc3C(=O)N([C@H](C)CO)C[C@@H]2C)cc1	0.6	-48.1	21.0	27.7
CCS(=O)(=O)Nc1ccc2c(c1)C(=O)N(C)[C@H]1CC[C@@H](CC(=O)Nc3ccccc3)O[C@@H]1CO2	6.2	-2.4	-0.3	-8.5
Cc1ccc(S(=O)(=O)NC[C@H]2CC[C@H]3[C@H](CN3Cc3ccccc3C(=O)O)O2)cc1	nt	32.4	-3.2	nt
C[C@@H]1CN([C@@H](C)CO)C(=O)c2cc(NS(=O)(=O)c3cn(C)cn3)ccc2O[C@@H](C)CCCCO[C@@H]1CN(C)C(=O)Nc1ccc2c(c1)OCO2	-3.7	14.0	6.7	81.7
Cc1ccc(S(=O)(=O)N(C)C[C@@H]2Oc3c(NC(=O)c4ccncc4)cccc3C(=O)N([C@H](C)CO)C[C@H]2C)cc1	0.2	16.6	-7.9	-7.5

Compounds listed so far with a COOH group, in the order listed:
compound	KDM4C inh	Pf Dd2 inh	C diff HTS	Tcruzi prolif
CN1C(=O)c2cc(NC(=O)c3ccc4c(c3)OCO4)ccc2OC[C@H]2O[C@@H](CC(=O)O)CC[C@H]21	-1.0	32.7	-0.1	-30.9
Cc1ccc(S(=O)(=O)NC[C@H]2CC[C@H]3[C@H](CN3Cc3ccccc3C(=O)O)O2)cc1	nt	32.4	-3.2	nt

Quoted at random: two compounds from above, in no set order.
compound	KDM4C inh	Pf Dd2 inh	C diff HTS	Tcruzi prolif
Cc1ccc(S(=O)(=O)N(C)C[C@@H]2Oc3c(NC(=O)c4ccncc4)cccc3C(=O)N([C@H](C)CO)C[C@H]2C)cc1	0.2	16.6	-7.9	-7.5
C[C@H](CO)N1C[C@H](C)[C@H](CN(C)C(=O)c2ccc(F)cc2)Oc2cc(C3=CCCC3)ccc2S1(=O)=O	-1.3	-17.0	18.5	nt
